NFkB transloc pot: enhances IL-1B driven NFkB nuclear translocation; HUVEC IL-1B NFkB p65 nuclear translocation imaging; activation, % at 2 µM; 0.3% of 94,000 active; AID 819;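 active means activation above 40%, about the mean plus 3 SD, also judged a hit on visual image review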;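 further: percent activation is computed from the nuclear over cytoplasmic p65 intensity ratio; values of inactives mirror those of a sister screen read the other way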
PLAP inhibitors HTS: PLAP enzyme inhibitors, biochemical, luminescence, HTS (AID 690). purified PLAP, luminescent substrate; higher % means a stronger effect. inhibition, % at 20 µM; hits with a dose series show IC50 in µM. 0.08% of 96,000 active; in the data active means a potency from the dose series; inactive means the rest, 99 in 100 with inhibition below about 30%; further: strong numbers were not always called active
IL1B NFkB inh: blocks IL-1B driven NFkB nuclear translocation in HUVEC cells; HUVEC IL-1B NFkB p65 nuclear translocation imaging; inhibition, % at 2 µM; 0.43% of 94,000 active;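 active means inhibition above about 30% together with a positive call from visual inspection of the well image, limit read from the data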;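 further: nuclear over cytoplasmic p65 intensity ratio measured by imaging; 0% = IL-1B stimulated DMSO wells and 100% = unstimulated DMSO wells; values of inactives mirror those of a sister screen read the other way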
MRP resist rev: compounds reversing MRP-mediated drug resistance; differential viability (reversal), % at 10 µM; H69AR cells + 2 uM doxorubicin, CellTiter-Glo, 72 h; AID 602; 0.04% of 85,000 active;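 active means viability drop by adding the cancer drug above about 55%, with treated viability meeting a 40% cutoff, limit read from the data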;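 further: viability without doxorubicin minus viability with 2 µM doxorubicin for each compound; larger differential means the compound sensitizes cells more to doxorubicin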
Bcl-B displacement: displacers of TR3 peptide from Bcl-B, primary screen, selectivity assay for Bfl-1 inhibitor project, biochemical, fluorescence polarization | FP displacement of FITC-TR3 peptide from Bcl-B; higher % means a stronger effect | displacement, % at 20 µM; hits with a dose series show IC50 in µM | 0.11% of 96,000 active;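 active means displacement above 50% at 20 µM plus a fluorescence interference ratio under 1.5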;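 further: plate controls were wells without compound for no effect and wells lacking Bcl-B protein for full effect; a part of the inactive calls stands beside numbers as strong as those of hits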
MRP resist rev cytotoxicity: recorded beside MRP resist rev, whose call it bears; viability, %; H69AR cells, CellTiter-Glo, 72 h; measured here: cytotoxicity without doxorubicin
MRP resist rev with doxorubicin: recorded beside MRP resist rev, whose call it bears; viability, %; measured here: viability with 2 uM doxorubicin; hits give low values
IL1B NFkB inh cell count 2 µM: second read-out of IL1B NFkB inh, no call of its own (marks repeat the call); cell count; measured here: cells passing quality filter;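 raw number of nuclei counted in each imaged well without normalization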
NFkB transloc pot cell count 2 µM: recorded beside NFkB transloc pot, whose call it bears; cell count; measured here: cells passing quality filter
Starred values were filed as active, the others as inactive; . = no result given. The list is partial. The share of hits here may be higher or lower than overall.

SMILES	NFkB transloc pot	NFkB transloc pot cell count 2 µM	PLAP inhibitors HTS	IL1B NFkB inh	IL1B NFkB inh cell count 2 µM	MRP resist rev	MRP resist rev cytotoxicity	MRP resist rev with doxorubicin	Bcl-B displacement
O=C(CSc1ncn[nH]1)OCN1C(=O)c2ccccc2C1=O	2.5	130	-17.5%	-2.5	130	3.3	100.2	97.0	-0.4%
Cc1cc2ccccc2n2c(SCC(=O)N3CCc4ccccc4C3)nnc12	-10.2	121	.	10.2	121	-6.8	73.2	80.1	.
COCCCNC(=O)CS(=O)(=O)Cc1nc(-c2cccc(OC)c2)oc1C	5.3	94	3.4%	-3.1	94	5.8	99.6	93.8	-8.5%
COc1ccc(OC)c(C2CC(=O)N3CN(c4cccc(Cl)c4C)CSC3=C2C#N)c1 (stereo not drawn)	38.3	166	-10.0%	-38.3	166	9.7	103.0	93.2	19.9%
Cc1c(NC(=O)C(C)N2C(=O)C3C4C=CC(C4)C3C2=O)c(=O)n(-c2ccccc2)n1C (stereo not drawn)	.	.	-13.1%	.	.	2.7	94.5	91.8	1.5%
O=C1Nc2ccccc2Nc2ncccc21	13.7	156	-13.1%	-13.7	156	.	.	.	-1.5%
CCCCn1nnc(NC(=O)c2ccc(-c3ccccc3)cc2)n1	17.2	103	4.9%	-17.3	103	5.8	91.4	85.6	-0.5%
CN(C)CCCOC(=O)c1cc2ccccc2o1	8.8	83	3.3%	-8.8	83	-6.9	90.2	97.1	8.1%
COCCn1c(=S)[nH]c2ncccc2c1=O	11.6	174	2.9%	-11.6	174	-10.8	92.2	103.0	-3.3%
CCN=c1scc(-c2ccco2)n1/N=C/c1ccc(O)cc1	16.4	181	-11.5%	-16.4	181	-14.5	39.6	54.1	-1.0%
Cc1cccc(OC2(c3ccccc3)OC(=O)c3ccccc32)c1C (stereo not drawn)	-1.7	81	27.8%	1.7	81	.	.	.	-6.6%
Cc1nnc(NC(=O)Nc2ccc(Cl)c(Cl)c2)s1	-6.8	146	-23.0%	6.8	146	.	.	.	3.3%

Structures shown so far containing an aryl thioether with sulfur outside any ring:
SMILES	NFkB transloc pot	NFkB transloc pot cell count 2 µM	PLAP inhibitors HTS	IL1B NFkB inh	IL1B NFkB inh cell count 2 µM	MRP resist rev	MRP resist rev cytotoxicity	MRP resist rev with doxorubicin	Bcl-B displacement
O=C(CSc1ncn[nH]1)OCN1C(=O)c2ccccc2C1=O	2.5	130	-17.5%	-2.5	130	3.3	100.2	97.0	-0.4%
Cc1cc2ccccc2n2c(SCC(=O)N3CCc4ccccc4C3)nnc12	-10.2	121	.	10.2	121	-6.8	73.2	80.1	.

The list goes on:
SMILES	NFkB transloc pot	NFkB transloc pot cell count 2 µM	PLAP inhibitors HTS	IL1B NFkB inh	IL1B NFkB inh cell count 2 µM	MRP resist rev	MRP resist rev cytotoxicity	MRP resist rev with doxorubicin	Bcl-B displacement
COc1cc(OC)c(S(=O)(=O)N2CCCCC2)cc1S(=O)(=O)N1CCCCC1	10.6	115	-45.5%	-10.6	115	4.9	97.1	92.3	1.3%
CN1C(=O)C(C(=O)NC(C)(C)C)C2c3ccccc3OC13CCCCC23 (stereo not drawn)	10.5	80	-32.2%	-10.5	80	-1.1	91.6	92.7	3.4%
CCOC(=O)C1CCN(C(=O)c2ccccc2Oc2ccccc2)CC1	-10.5	158	-48.0%	10.5	158	7.8	84.3	76.5	-9.0%
O=C(OCc1cnc(Cl)s1)c1ccc(Cl)cc1	3.1	162	5.4%	-3.1	162	.	.	.	-14.7%
COc1ccc(NC(=O)N2c3ccccc3CC2C)cc1OC (stereo not drawn)	11.6	149	-36.1%	-11.6	149	8.3	89.5	81.1	-6.4%
CCn1c(Cc2c(C)[nH]c3ccccc23)nnc1SCC(=O)NCc1ccco1	0.4	167	.	-0.4	167	2.6	98.2	95.6	.
COc1ccc(-c2cc(C(F)(F)F)n3nc(C(=O)O)cc3n2)cc1OC	-10.1	109	3.1%	10.1	109	-7.7	95.8	103.5	15.5%
CCC(=O)N(Cc1ccco1)c1nc(-c2ccc(OC)cc2)cs1	1.0	99	.	-1.0	99	-2.9	45.0	48.0	.
CC(SCc1ccccc1)C(=O)N/N=C/c1ccc2c(c1)OCO2 (stereo not drawn)	9.0	183	1.3%	-9.0	183	.	.	.	1.2%
CC(NC(=O)c1cncc(Br)c1)c1ccc(S(N)(=O)=O)cc1 (stereo not drawn)	21.8	201	-35.9%	-21.8	201	-6.5	87.0	93.5	-6.5%
CCC1CCCCN1C(=O)CSc1nnc(CNC(=O)c2cc(OC)c(OC)c(OC)c2)o1 (stereo not drawn)	7.2	56	-84.3%	-7.2	56	4.4	87.3	83.0	1.1%
CCOC(=O)Nc1sc(=S)n(C)c1C	1.7	156	.	-1.7	156	-1.2	87.7	88.9	.
CCOC(=O)CSc1nc(C)cc(C)n1	21.0	146	-1.8%	-21.0	146	9.1	95.4	86.3	13.1%
Cn1c(CC2C(=O)Nc3ccc(Br)cc32)nc2ccccc2c1=O (stereo not drawn)	2.1	163	-52.9%	-2.1	163	-29.5	52.4	81.8	0.4%
Clc1ccc(-n2nnnc2SCc2c(-c3ccccc3)nc3sccn23)cc1	-9.2	198	-22.2%	9.2	198	12.3	88.3	76.0	-11.5%
CC(C)NC(=O)CC(=O)N/N=C/c1ccc(F)cc1	3.9	188	5.5%	-3.9	188	.	.	.	-10.0%
CCOC(=O)CSc1nnc([C@H](C)NC(=O)OC(C)(C)C)o1	22.2	145	8.2%	-22.2	145	-5.7	100.8	106.5	-13.7%
O=C(Cc1ccccc1)N1CCCC1c1ccccc1 (stereo not drawn)	18.3	135	1.7%	-18.3	135	12.0	110.0	98.0	-1.7%
O=C(CCc1nc2ccccc2s1)OCC(=O)N1CCN(C(=O)c2ccco2)CC1	4.0	164	-6.1%	-4.0	164	23.1	92.4	69.3	-8.0%
O=C(Nc1ccc([N+](=O)[O-])cc1)/C(=C/c1cccc([N+](=O)[O-])c1)NC(=O)C1CCCCC1	14.7	69	-1.1%	-14.7	69	5.3	56.8	51.5	-24.7%
C=C(C)Cn1c(N(CCO)Cc2ccccc2)nc2c1c(=O)[nH]c(=O)n2C	4.0	73	-8.8%	-4.0	73	9.1	86.3	77.2	8.9%
O=C(Nc1c(Cl)cc(Cl)cc1C(=O)NCC1CCCO1)c1ccco1 (stereo not drawn)	4.8	92	5.0%	-4.8	92	.	.	.	-7.9%
CCOC(=O)c1cc(-c2ccco2)nc2c1c(C)nn2-c1cccc(Cl)c1	0.2	129	-51.8%	-0.3	129	.	.	.	0.0%
COc1cc(C2C(C#N)=C(N)Oc3cc(C)n(CCN4CCOCC4)c(=O)c32)cc(OC)c1OC (stereo not drawn)	23.6	130	.	-23.6	130	-3.5	91.3	94.9	-8.9%
COc1cc(OC)c(C2CC(=O)N3CN(c4ccccc4C)CSC3=C2C#N)cc1OC (stereo not drawn)	.	.	-32.4%	.	.	.	.	.	0.9%
CC(C)(C)c1ccc(OCCC(=O)NC2=NCCS2)cc1	-24.2	173	-11.9%	24.2	173	.	.	.	-2.5%
Cc1cccc(N=C2N=C(N)c3ccccc32)c1	-11.5	177	1.5%	11.5	177	3.0	84.8	81.8	-7.5%
Nc1nc(N2CCN(C/C=C/c3ccccc3)CC2)nc2ccccc12	12.4	121	-28.3%	-12.4	121	4.2	69.2	65.0	-0.9%
Cc1ccc(NC2=NC(C(=O)Nc3ccc(C)c(C)c3)CC(=O)N2)cc1 (stereo not drawn)	-11.5	115	1.1%	11.5	115	-2.2	88.7	90.9	-15.3%
CCOC(=O)c1cnc(-c2ccccc2)nc1Oc1ccc(Cl)cc1	13.2	132	3.6%	-13.2	132	.	.	.	-8.7%
Cc1ccc(C)c(S(=O)(=O)n2cnc3ccccc32)c1	-2.8	85	-3.5%	2.8	85	-19.3	41.1	60.4	-8.5%
CCOC(=O)C1CCN(S(=O)(=O)c2cc(Br)cc3c2N(C(=O)C2CC2)CC3)CC1	.	.	-65.4%	.	.	8.1	90.3	82.2	4.6%
CCc1ccc(C2CC(c3ccc(F)cc3)Nc3nc(N)nn32)cc1 (stereo not drawn)	.	.	-13.7%	.	.	10.8	101.5	90.7	1.0%
COc1cc(OC)cc(-c2nc3ccccc3s2)c1	-8.5	162	5.5%	8.5	162	-12.6	72.3	84.9	-5.4%
CCOc1cc(C(=O)N2CCN=C2SC)cc(OCC)c1OCC	1.3	91	-39.5%	-1.3	91	10.0	94.9	84.9	-3.0%
O=c1[nH]n(-c2ccccn2)c(=O)c2ccccc12	-5.7	180	-38.7%	5.7	180	-2.4	94.8	97.2	13.7%

A different layout for part of the listing above:
Compound | NFkB transloc pot | NFkB transloc pot cell count 2 µM | PLAP inhibitors HTS | IL1B NFkB inh | IL1B NFkB inh cell count 2 µM | MRP resist rev | MRP resist rev cytotoxicity | MRP resist rev with doxorubicin | Bcl-B displacement
CCc1ccc(C2CC(c3ccc(F)cc3)Nc3nc(N)nn32)cc1 (stereo not drawn) | . | . | -13.7% | . | . | 10.8 | 101.5 | 90.7 | 1.0%
COc1cc(OC)cc(-c2nc3ccccc3s2)c1 | -8.5 | 162 | 5.5% | 8.5 | 162 | -12.6 | 72.3 | 84.9 | -5.4%

(listing goes on)
SMILES	NFkB transloc pot	NFkB transloc pot cell count 2 µM	PLAP inhibitors HTS	IL1B NFkB inh	IL1B NFkB inh cell count 2 µM	MRP resist rev	MRP resist rev cytotoxicity	MRP resist rev with doxorubicin	Bcl-B displacement
Cc1ccc(S(=O)(=O)N2CCC(C(=O)NCCCN3CCCCCC3)CC2)cc1	1.2	136	-24.3%	-1.2	136	22.2	96.0	73.7	-16.4%
Cc1ccc2nc(/C(C#N)=C\c3ccc(N4CCCCC4)c([N+](=O)[O-])c3)[nH]c2c1	1.1	184	1.8%	-1.1	184	-16.0	17.5	33.5	12.2%
COc1ccc(OC)c(NC(=O)NC2(C(F)(F)F)Oc3ccccc3O2)c1	22.8	184	5.6%	-22.8	184	-6.0	13.0	18.9	-7.8%
COc1ccccc1NC(=O)COc1cccc(-n2cnnn2)c1	.	.	17.9%	.	.	-0.3	82.8	83.1	-1.3%
Cc1cc(C)c2c(CC(=O)Nc3ccc(Cl)cn3)coc2c1	0.7	116	5.8%	-0.7	116	-1.9	95.4	97.2	-6.4%
CCOc1ccccc1NC(=O)N1CCCC(c2nc3c(nnn3Cc3ccc(C)cc3)c(=O)[nH]2)C1 (stereo not drawn)	-1.9	99	-37.4%	1.9	99	20.3	79.5	59.2	1.5%
CCOC(=O)c1c(NC(=O)c2ccco2)sc2c1CCCCC2	5.7	145	-48.1%	-5.7	145	5.9	98.9	93.0	-5.5%
CCn1cc(C(=O)Nc2nnc(C)s2)c(=O)c2cc(F)c(N3CCN(C(=O)c4ccco4)CC3)cc21	12.2	113	.	-12.2	113	-4.5	86.9	91.4	.
CCOC(=O)C1CCCN(c2c(Nc3ccc(C)c(C)c3)c(=O)c2=O)C1 (stereo not drawn)	.	.	-10.8%	.	.	31.6	78.8	47.2	-6.6%
COC(=O)COc1cc(C)cc2oc(=O)c(CC(=O)OC)c(C)c12	3.0	91	11.9%	-3.0	91	8.3	78.5	70.2	-3.7%
CC(C)(C)n1nnnc1C(c1ccc(F)cc1)N1CCN(Cc2ccc3c(c2)OCO3)CC1 (stereo not drawn)	0.1	168	-44.5%	-0.1	168	13.9	81.2	67.3	0.9%
CCN1C(=O)c2cccc3c(S(=O)(=O)NCCc4c[nH]c5ccccc45)ccc1c23	0.1	194	-37.1%	-0.1	194	.	.	.	-4.2%
CCc1cc2c(CN3CCN(C)CC3)cc(=O)oc2cc1O	-7.8	100	3.8%	7.8	100	-1.8	83.3	85.1	14.5%
COc1cc(OC)cc(C(=O)Nc2ncc3c(n2)CC(C)(C)CC3=O)c1	-1.6	172	-0.9%	1.6	172	7.2	76.3	69.0	6.4%
CCOC(=O)Cc1csc(NC(=O)C2CCCN(S(=O)(=O)c3cnc[nH]3)C2)n1 (stereo not drawn)	6.2	191	-42.5%	-6.2	191	-12.8	94.6	107.4	-8.1%
COc1ccc(CNCCSc2nnnn2C)cc1OC	19.9	132	-12.2%	-19.9	132	-3.0	87.7	90.7	3.2%
CCOc1cc(C=O)ccc1OCCSc1ccc(Cl)cc1	-2.7	174	-23.7%	2.7	174	.	.	.	5.3%
Cc1cc(C)nc(-n2nc(C)c3c(C(F)F)cc(C)nc32)n1	.	.	-1.7%	.	.	2.2	87.8	85.7	2.7%

High-throughput results as filed in PubChem.
